Source: PubChem
GSH fluor: GSH bead compound fluorescence profile. GSH beads flow cytometry, compound fluorescence 488/530 nm; active compounds read high. fluorescence (KMESF) at 10 µM. 0.25% of 190,000 active. AID 1776; in the data active = fluorescence above about 89;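 note: glutathione beads carrying GST-tagged Bcl family fusion proteins plus one bare bead set; values are compound well signal with DMSO vehicle wells as background; inactives centre near 16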
Bim-Bcl-2: human Bim-Bcl-2 interaction inhibition | P10415 | Bead-based flow cytometry, Bim peptide-Bcl-2 binding | inhibition, % at 10 µM | 0.06% of 190,000 active | AID 950; in the data active = inhibition above about 40%; inconclusive = no clear call, values can overlap the other calls;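 note: 0% = no compound wells with probe peptide and 100% = reference peptide inhibitor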
Bcl-W Bim block: inhibitors of Bim-Bcl-W interaction, human | 0.02% of 190,000 active | AID 952 | Q92843 | bead-based flow cytometry, Bim peptide-Bcl-W binding | inhibition, % at 10 µM;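 note: 0% = bound tracer without compound and 100% = peptide blocker; higher means less fluorescent Bim peptide bound to Bcl-W beads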
Target sequence (Q92843 whole entry, looked up): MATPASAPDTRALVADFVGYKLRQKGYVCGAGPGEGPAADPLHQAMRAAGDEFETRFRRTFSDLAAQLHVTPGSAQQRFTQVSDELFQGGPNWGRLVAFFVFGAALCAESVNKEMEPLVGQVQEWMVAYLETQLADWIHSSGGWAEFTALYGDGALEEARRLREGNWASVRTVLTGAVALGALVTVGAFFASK
RGS8-Gao: modulates binding of RGS8 to human Galphao; multiplexed bead flow cytometry; actives lie on both sides; 0.34% of 220,000 active; P09471; AID 1423; response (percent of control binding), % at 10 µM; in the data active = response below about 60% or above about 140%; inactive = in between;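 note: Galphao activated as the GDP aluminium fluoride complex binding bead-coupled RGS8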
Target sequence (P09471 whole entry, looked up): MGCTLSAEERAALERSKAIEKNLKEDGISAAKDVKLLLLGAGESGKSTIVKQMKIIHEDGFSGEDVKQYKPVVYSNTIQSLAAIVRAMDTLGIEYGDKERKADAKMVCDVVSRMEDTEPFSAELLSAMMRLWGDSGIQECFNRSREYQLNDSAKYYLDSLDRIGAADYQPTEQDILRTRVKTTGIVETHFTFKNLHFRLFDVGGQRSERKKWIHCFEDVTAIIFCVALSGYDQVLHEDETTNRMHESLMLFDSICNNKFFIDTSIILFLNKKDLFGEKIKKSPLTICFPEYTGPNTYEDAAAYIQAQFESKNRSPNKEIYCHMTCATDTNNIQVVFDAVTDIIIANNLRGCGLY
Bim-Bcl-XL: inhibitors of Bim-Bcl-XL interaction, human; Q07817; Bim peptide-Bcl-XL binding, bead flow cytometry, fluorescence; inhibition, % at 10 µM; 0.04% of 190,000 active; AID 1007
Target sequence (Q07817 whole entry, looked up): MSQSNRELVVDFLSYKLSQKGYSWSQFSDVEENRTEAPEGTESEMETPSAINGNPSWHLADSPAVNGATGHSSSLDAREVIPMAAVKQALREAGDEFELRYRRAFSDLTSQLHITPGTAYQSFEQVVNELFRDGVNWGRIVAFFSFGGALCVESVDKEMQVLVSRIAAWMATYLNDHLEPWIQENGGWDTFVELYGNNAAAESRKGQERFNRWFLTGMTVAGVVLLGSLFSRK
RGS7-Gao reg: regulators of human RGS7-Galphao interaction | Multiplexed bead flow cytometry, RGS7-Galphao binding; actives lie on both sides | 0.35% of 220,000 active | binding response (% of control), % at 10 µM | AID 1439; in the data active = binding response below about 49% or above about 150%; inconclusive = no clear call, values can overlap the other calls; inactive = in between;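 note: fluorescent Galphao held in activated GDP-AlF4 state binding bead-coupled RGS7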
Mcl1 Bid PPI: Mcl-1/Bid interaction inhibition. Q07820. 0.97% of 220,000 active. TR-FRET Mcl-1/Bid-Dy647 peptide binding, 1536-well. inhibition, % at 21.7 µM. AID 1021;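 active = compounds that cut the binding signal by more than half at the single screening dose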;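 note: His-tagged Mcl-1 with europium anti-His antibody binding Bid BH3 peptide; 0% = Mcl-1 plus peptide wells and 100% = peptide-only wells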
RGS4-Gao reg: modulates binding of RGS4 to human Galphao | P09471 | Multiplexed bead flow cytometry; actives lie on both sides | binding response (% of control), % at 10 µM | 0.33% of 220,000 active | AID 1415; in the data active = binding response below about 49% or above about 150%; inactive = in between;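 note: fluorescent Galphao activated with aluminum fluoride binding bead-coupled RGS4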
Mcl-1 Bim block: human Bim-Mcl-1 interaction inhibition; Bead-based flow cytometry, Bim peptide-Mcl-1 binding; inhibition, % at 10 µM; 0.1% of 190,000 active; AID 1009;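 note: 0% = no compound tracer wells and 100% = peptide blocker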
Bim-Bfl-1: human Bim-Bfl-1 interaction inhibition; Q16548; Bead-based flow cytometry, Bim-Bfl-1 binding inhibition; inhibition, % at 10 µM; 0.12% of 190,000 active;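 note: 0% = wells without compound plus tracer and 100% = blocker peptide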
Bim-Bcl-B: disrupts Bim peptide binding to human Bcl-B. AID 951. Q9HD36. bead-based flow cytometry. 0.073% of 190,000 active. inhibition, % at 10 µM;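 note: 0% = tracer peptide without compound and 100% = reference inhibitor peptide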
Target sequence (Q9HD36 whole entry, looked up): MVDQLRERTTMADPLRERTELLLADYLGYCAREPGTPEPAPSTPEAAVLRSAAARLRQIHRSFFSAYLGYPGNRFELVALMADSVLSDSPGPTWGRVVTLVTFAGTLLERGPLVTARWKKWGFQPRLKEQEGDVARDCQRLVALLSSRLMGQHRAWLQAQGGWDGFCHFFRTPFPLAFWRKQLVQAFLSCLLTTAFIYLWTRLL
Numbers without * were called inactive; u = inconclusive; x = not tested or not shown. Cut-off read from the data, not from the text of the source, unless noted: active = inhibition above about 40%.

SMILES	GSH fluor	Bim-Bcl-2	Bcl-W Bim block	RGS8-Gao	Bim-Bcl-XL	RGS7-Gao reg	Mcl1 Bid PPI	RGS4-Gao reg	Mcl-1 Bim block	Bim-Bfl-1	Bim-Bcl-B
N#CC(/C(=N/S(=O)(=O)c1cccs1)c1ccccc1)c1nc2ccccc2[nH]1 (stereo not drawn)	56	-18.0	0.0	89.8	-10.0	92.7	-116.0	96.4	-45.0	-12.0	-27.0
O=C(COc1cccc2ccccc12)N/N=C/C=C/c1ccccc1	20	1.0	-1.0	99.9	-1.0	95.1	8.5	97.0	-1.0	-2.0	0.0
COc1ccc2[nH]cc(CCN=C3SCC(=O)N3C)c2c1	23	2.0	-2.0	100.8	0.0	98.9	-24.5	98.7	0.0	0.0	0.0
CCOC(=O)Cn1nnnc1CN(CCc1ccccc1)Cc1cc2cc(CC)ccc2[nH]c1=O	37	-9.0	4.0	98.4	9.0	102.1	-33.4	99.1	-4.0	-10.0	-8.0
O=C1CCC(=O)N1c1nc2nc(-c3ccccc3)cc(=O)n2[nH]1	12	-6.0	-1.0	102.8	-2.0	99.6	-15.2	103.8	0.0	-9.0	-7.0
Cc1oc(C(=O)O)cc1COc1ccccc1Cl	10	0.0	0.0	102.3	-1.0	103.2	-23.4	100.8	0.0	0.0	-1.0
CCCCNc1nc2ccccc2nc1Cl	25	2.0	-5.0	103.4	-2.0	100.0	-11.1	96.2	-1.0	0.0	-9.0
O=c1ccc(-c2ccccc2)n[nH]1	42	-6.0	-1.0	103.9	-3.0	99.2	8.0	104.5	-3.0	-13.0	-8.0
C/C=C/c1ccc(OCC(=O)OCC)c(OC)c1	14	-1.0	0.0	103.5	-4.0	u	-32.0	103.5	-2.0	-6.0	-4.0
COC(=O)c1ccc(CSc2nc(C)nc3sc(C)c(C)c23)o1	37	-7.0	0.0	100.8	-16.0	97.3	41.7	97.6	-1.0	-10.0	-6.0
COc1ccccc1NC(=O)C1=C(C)Nc2nc(-c3ccc(N(C)C)cc3)nn2C1c1ccncc1 (stereo not drawn)	16	-4.0	-1.0	102.4	-1.0	99.4	-40.6	99.3	-3.0	0.0	-5.0
CCc1c(C)[nH]n(CCC#N)c1=O	14	2.0	1.0	103.7	1.0	109.1	-51.9	112.7	1.0	0.0	1.0
Cc1cc(C)n(CCCO)c(=O)c1C#N	58	-1.0	4.0	99.3	3.0	95.8	-15.8	93.2	0.0	-8.0	-2.0
Cc1ccc2c(CC(=O)OCc3csc(C)n3)coc2c1	25	-4.0	-2.0	98.6	-6.0	100.6	-10.2	101.2	-4.0	-2.0	-3.0
CN1CCN(C2=C(Cl)C(=O)N(c3cccc(Cl)c3)C2=O)CC1	72	u	x	107.4	x	104.6	-4.6	114.9	x	x	x
CCOC(=O)c1cnc(SCC(=O)Nc2cccc(OC)c2)nc1N	17	1.0	0.0	101.6	-2.0	101.3	-10.7	103.2	5.0	-10.0	-5.0
Cc1nc2ccc(NC(=O)Cc3cccc(F)c3)cc2s1	24	0.0	1.0	98.6	0.0	97.9	-15.2	99.6	-1.0	-1.0	-6.0
COc1ccc(N/C=C2\CCOC2=O)cc1	8	0.0	-3.0	94.5	-4.0	96.2	-101.0	100.6	0.0	-2.0	-1.0
O=C(/C=C\Nc1ccc2c(c1)OCO2)c1cccs1	11	0.0	1.0	104.0	-2.0	100.7	-35.7	104.7	0.0	1.0	-3.0
O=C(CSc1nnc(-c2cccnc2)n1-c1ccc(F)cc1)NCc1ccc2c(c1)OCO2	18	6.0	-3.0	100.7	-1.0	103.7	-7.6	102.2	-1.0	1.0	-7.0
Cc1ccc(S(=O)(=O)c2c(N)n(-c3ccccc3)c3nc4ccccc4nc23)cc1	15	-7.0	-4.0	102.5	-9.0	103.1	-30.7	102.8	-3.0	-8.0	-13.0
CCOc1ccc(-n2c(-c3ccccc3)c[n+]3c2CCC3)cc1	20	1.0	1.0	100.0	0.0	u	-14.8	96.5	1.0	-2.0	0.0
CCOC(=O)C1=C(O)C(=O)N(Cc2ccc(C(C)(C)C)cc2)CC1	10	-1.0	-3.0	102.7	-1.0	102.4	16.4	100.7	19.0	4.0	0.0
COc1cc2c(cc1OC)C(C(=O)O)C(c1cc(Br)c(O)c(OC)c1)N(C)C2=O (stereo not drawn)	30	-3.0	-7.0	120.9	-7.0	107.2	-116.8	110.4	-6.0	-28.0	-8.0
CCOC(=O)c1c(C)n(C)c2ccc(OC(=O)c3ccoc3)cc12	21	0.0	0.0	100.3	0.0	100.7	-6.8	101.5	-3.0	-1.0	0.0
CCOc1ccc(C(=O)NC(=S)Nc2ccccc2N2CCCCC2)cc1[N+](=O)[O-]	9	-5.0	-2.0	96.5	-6.0	90.4	-51.2	90.4	-1.0	-7.0	-3.0
O=C(COc1cc(F)ccc1[N+](=O)[O-])NCCCc1ccccc1	16	-5.0	-4.0	101.4	-3.0	100.0	6.6	99.0	-4.0	-6.0	-6.0
Nc1cc(OCC(F)(F)F)cc([N+](=O)[O-])c1	12	-3.0	-2.0	102.8	-5.0	104.4	-36.3	104.5	-2.0	-1.0	-7.0
O=C(NC1=C(Nc2ccc(F)cc2)C(=O)c2ccccc2C1=O)c1ccc(Cl)cc1	16	2.0	0.0	94.8	-11.0	96.8	-23.4	94.6	-25.0	32.0	-9.0
O=C(Nc1ccn(Cc2ccccc2)n1)c1cccc(F)c1	11	0.0	0.0	103.0	0.0	103.6	-3.9	97.8	-2.0	-1.0	-2.0
CC(C)Cc1cc(C(=O)Nc2ccc(F)cc2F)no1	19	-8.0	0.0	99.5	-3.0	99.6	-8.9	100.8	0.0	-13.0	-7.0
COCCNC(=O)c1cc2nc3c(c(C(F)(F)F)n2n1)CCc1ccccc1-3	17	0.0	1.0	100.9	0.0	102.5	-6.6	102.5	0.0	-4.0	4.0
O=C(O)CSc1sc(=S)sc1SCC(=O)O	5	-7.0	0.0	102.0	-3.0	100.3	-12.6	105.1	1.0	-14.0	-4.0
O=C(CN1C(=O)CCC1=O)Nc1cccc2c1C(=O)NC2=O	12	-4.0	-1.0	99.1	-3.0	u	-27.5	100.4	0.0	-4.0	-3.0
O=C(CN1CCN(Cc2ccccc2)CC1)Nc1ccc(N2CCOCC2)cc1	10	0.0	3.0	100.7	-2.0	u	-65.8	100.7	2.0	-2.0	0.0
Cc1cc(O)c(-c2cc(C(=O)NCc3ccc4c(c3)OCO4)[nH]n2)cc1C	31	-6.0	0.0	103.2	0.0	101.4	3.6	99.2	0.0	-10.0	-7.0

13 compounds already listed, sorted by heavy-atom count, falling.
SMILES	GSH fluor	Bim-Bcl-2	Bcl-W Bim block	RGS8-Gao	Bim-Bcl-XL	RGS7-Gao reg	Mcl1 Bid PPI	RGS4-Gao reg	Mcl-1 Bim block	Bim-Bfl-1	Bim-Bcl-B
COc1ccccc1NC(=O)C1=C(C)Nc2nc(-c3ccc(N(C)C)cc3)nn2C1c1ccncc1 (stereo not drawn)	16	-4.0	-1.0	102.4	-1.0	99.4	-40.6	99.3	-3.0	0.0	-5.0
CCOC(=O)Cn1nnnc1CN(CCc1ccccc1)Cc1cc2cc(CC)ccc2[nH]c1=O	37	-9.0	4.0	98.4	9.0	102.1	-33.4	99.1	-4.0	-10.0	-8.0
Cc1ccc(S(=O)(=O)c2c(N)n(-c3ccccc3)c3nc4ccccc4nc23)cc1	15	-7.0	-4.0	102.5	-9.0	103.1	-30.7	102.8	-3.0	-8.0	-13.0
O=C(CN1CCN(Cc2ccccc2)CC1)Nc1ccc(N2CCOCC2)cc1	10	0.0	3.0	100.7	-2.0	u	-65.8	100.7	2.0	-2.0	0.0
COCCNC(=O)c1cc2nc3c(c(C(F)(F)F)n2n1)CCc1ccccc1-3	17	0.0	1.0	100.9	0.0	102.5	-6.6	102.5	0.0	-4.0	4.0
Cc1cc(O)c(-c2cc(C(=O)NCc3ccc4c(c3)OCO4)[nH]n2)cc1C	31	-6.0	0.0	103.2	0.0	101.4	3.6	99.2	0.0	-10.0	-7.0
CCOC(=O)c1cnc(SCC(=O)Nc2cccc(OC)c2)nc1N	17	1.0	0.0	101.6	-2.0	101.3	-10.7	103.2	5.0	-10.0	-5.0
CCOc1ccc(-n2c(-c3ccccc3)c[n+]3c2CCC3)cc1	20	1.0	1.0	100.0	0.0	u	-14.8	96.5	1.0	-2.0	0.0
O=C(Nc1ccn(Cc2ccccc2)n1)c1cccc(F)c1	11	0.0	0.0	103.0	0.0	103.6	-3.9	97.8	-2.0	-1.0	-2.0
COc1ccc2[nH]cc(CCN=C3SCC(=O)N3C)c2c1	23	2.0	-2.0	100.8	0.0	98.9	-24.5	98.7	0.0	0.0	0.0
C/C=C/c1ccc(OCC(=O)OCC)c(OC)c1	14	-1.0	0.0	103.5	-4.0	u	-32.0	103.5	-2.0	-6.0	-4.0
Nc1cc(OCC(F)(F)F)cc([N+](=O)[O-])c1	12	-3.0	-2.0	102.8	-5.0	104.4	-36.3	104.5	-2.0	-1.0	-7.0
Cc1cc(C)n(CCCO)c(=O)c1C#N	58	-1.0	4.0	99.3	3.0	95.8	-15.8	93.2	0.0	-8.0	-2.0

Continued:
SMILES	GSH fluor	Bim-Bcl-2	Bcl-W Bim block	RGS8-Gao	Bim-Bcl-XL	RGS7-Gao reg	Mcl1 Bid PPI	RGS4-Gao reg	Mcl-1 Bim block	Bim-Bfl-1	Bim-Bcl-B
NC(=O)c1ccsc1NC(=O)c1cc(=O)c2ccccc2o1	10	1.0	2.0	87.7	2.0	90.5	30.2	92.3	0.0	5.0	4.0
Cc1ccc(Nc2nc(/N=C/N(C)C)n[nH]2)cc1C	13	-1.0	0.0	97.6	-1.0	u	-37.8	98.0	0.0	-4.0	-1.0
O=C(CNC(=O)c1cccc(F)c1)N/N=C/c1ccc(O)c([N+](=O)[O-])c1	11	-7.0	-1.0	104.6	-6.0	101.6	-9.5	104.4	0.0	-5.0	-10.0
CCCN1C(=O)c2cc(C(=O)NCc3cccs3)ccc2C1O (stereo not drawn)	20	-7.0	0.0	93.0	-1.0	89.6	2.0	96.8	-1.0	-7.0	-3.0
O=C(c1ncc[nH]1)c1ccco1	22	-3.0	-1.0	98.5	0.0	109.7	11.9	101.3	-6.0	0.0	-1.0
NC(N)=NC(=O)c1nc(Cl)c(N)nc1N	18	-1.0	4.0	105.8	5.0	96.2	3.4	98.0	0.0	1.0	4.0
COC(=O)c1sc(-c2ccccc2)cc1NC(=O)c1ccc(OC)cc1	8	-6.0	-6.0	100.1	-5.0	97.6	-0.9	101.4	-5.0	-3.0	-13.0
CCCCSc1nc2c(cnn2-c2ccc(F)cc2)c(=O)[nH]1	9	-4.0	0.0	98.8	-3.0	101.0	21.7	98.5	3.0	-8.0	0.0
